p53ts 39C kill: qHTS Screen for Compounds that Selectively Target Cancer Cells with p53 Mutations: Cytotoxicity of p53ts Cells at the Nonpermissive Temperature | H1299-p53A138V viability at 39C, ATP luminescence, 24 h | Potency, µM (series often up to 46.1 µM), for inactives: top-dose activity change, negative = cell killing, most hits filed as cytotoxic | hit rate 1.5% among 130,000 | AID 902, 2007; also: nearly all actives have a fitted effect of over 55% in size
p53ts 32C tox: qHTS Screen for Compounds that Selectively Target Cancer Cells with p53 Mutations: Cytotoxicity of p53ts Cells at the Permissive Temperature. AID 924, 2007. Potency, µM (highest dose often 46.1 µM), for inactives: at the top dose activity change, negative = cytotoxicity, actives largely listed as cytotoxic. hit rate 0.93% among 130,000. H1299-p53A138V at 32C, ATP luminescence viability, 24 h;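 also: 0% = DMSO and -100% = full killing by reference compound; nearly all actives have a fitted effect of over 55% in size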
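Cells: H1299 p53ts (A138V), 600/well, pre-incubated 16–30 h at 37C. Cpd up to 46 uM, 24 h, 32C. Readout: ATPlite luminescence, 20 min RT. Normalization: DMSO vs tamoxifen 100 uM. AC50 by Hill equation.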
IkB signaling: IkB Signaling; AID 445, 2006; Potency, µM (titrated, usually from 57.1 µM), without a hit: top-dose IkBa stabilization activation; hit rate 0.04% among 110,000; ABC-DLBCL IkBa-CBG/CBR dual luciferase ratio, 4 h; response scale: scaled: untreated 0%, proteasome inhibitor 100%; active = well fitted curve in the direction sought with a large enough effect in the signal ratio, not every such curve was filed as active; inconclusive = small, poorly fitted or top-dose-only effect, or a change in a side signal; the % refers to the signal ratio;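 also: the direction sought is a rising ratio; 0% = basal untreated cells and 100% = reference inhibitor full response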
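In this assay, an IκBα–CBG68 fusion accumulates when IKK-driven degradation is blocked; native CBR normalizes for cell number. OCI-Ly3 cells were treated 4 h with compound and doxycycline, then green and red light read after Chroma-Glo addition.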
Peg3 imprint: qHTS Assay for Compounds that Induce Erasure of Genomic Imprints | hit rate 0.02% among 110,000 | AID 1948, 2009 | Potency, µM (top dose mostly 60.7 µM), for the others: at the top dose activity change, positive = activation, actives largely listed as activators | mouse ES Peg3-LacZ reporter, beta-gal luminescence, 40 h;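 also: 0% = negative control wells on the plate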
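Each well holds 300 Peg3LacZ-Neo (maternal) female ES cells incubated 40 h at 37C, 5% CO2. LacZ is measured by BetaGlo luminescence, with AC50 and maximum efficacy derived from dose-response curves.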
The depositor's hits bear a star; ? = inconclusive; . = no result given; & = joins results of further samples; [ ] = another dose, or the depositor's remark. Unless noted, calls follow the shape of the dose curve; as a rule, active = well fitted curve in the direction sought with a large enough effect; inconclusive = small, poorly fitted or top-dose-only effect, or another doubt; inactive = no such curve, though single readings can be large; an effect the other way counts as inactive or inconclusive. Unless noted, % is scaled to controls: 0 for no effect and ±100 for the full control effect; potency is read from the fitted curve at half-maximal effect.

SMILES	p53ts 39C kill	p53ts 32C tox	IkB signaling	Peg3 imprint
Cc1cc(C)cc(NC(=O)CSc2oc(-c3ccco3)nc2S(=O)(=O)c2ccccc2)c1	21%	13%	?	-9%[10.9 µM]
COCC(C)NC(=O)C1CC(=O)N(c2ccc(C)cc2)C1 (stereo not drawn)	-9%	-9%	11%	.
CN1CCN(S(=O)C23CC4CC(CC(C4)C2)C3)CC1 (stereo not drawn)	7%	3%	2.9%	-17%
CC1CCN(C(=S)c2ccccc2O)CC1	6%	4%	?	-3%
CCOc1ccc(/C=C/c2nc(C#N)c(N3CCN(c4ccc(OC)cc4)CC3)o2)cc1	-12%	5%	-0.2%	-8%[10.9 µM]
Cc1nn(-c2ccccc2)c2sc(C(=O)NC3CCCCC3)cc12	0%	1%	0.5%	-9%
Cc1ccc(S(=O)(=O)NCCC(=O)NCCN2CCCCCC2)cc1	0%	-1%	0.0%	-17%
Cc1ccc(C)c(C(=O)CSc2n[nH]c(-c3ccncc3)n2)c1	-3%	-8%	-1.3%	-6%
COc1ccc(OC)c(S(=O)(=O)N2CCCC(C)C2)c1 (stereo not drawn)	2%	-8%	.	.
CCn1nc(C)c(CCN(C)C(=O)Nc2cc(Cl)c(OC)cc2OC)c1C	-12%	0%	0.6%	-12%[10.9 µM]
Cc1ccc(/C(O)=C2/C(=O)C(=O)N(CCCn3ccnc3)C2c2cccnc2)cc1 (stereo not drawn)	2%	-2%	-1.2%	?
C=CCn1c(SCC(=O)c2ccc(OC)cc2)nnc1C(C)NC(=O)c1cccs1 (stereo not drawn)	-1%	13%	?	-6%
COC(=O)c1nc(-c2ccccc2)n[nH]1	7%	7%	0.4%	12%
CCOc1ccc(N(CC)C(=O)c2cc3c(s2)-c2ccccc2OC3)cc1	-6%	10%	?	-6%[10.9 µM]
COc1cc(OC)c(NC2=NCCCCC2)cc1Cl	-2%	2%	1.9%	-12%
Cc1cccc(C(=O)NCC(=O)OCc2cc(=O)n3nc(C4CC4)sc3n2)c1	-9%	1%	-2.2%	-11%[10.9 µM]
O=C(CN1C(=O)COc2ccc(S(=O)(=O)N3CCCCCC3)cc21)NCc1ccc(F)cc1	-1%	-2%	-0.6%	-8%[10.9 µM]
Nc1cc(S(N)(=O)=O)ccc1SSc1ccc(S(N)(=O)=O)cc1N	-16%[9.22 µM]	-2%[9.22 µM]	-1.1%[11.4 µM]	18%[10.9 µM]
COc1ccc(-c2nc(SCC(=O)Nc3ccc4c(c3)OCCO4)c(-c3ccc(C)cc3)[nH]2)cc1OC	-21%	13%	?	-12%[10.9 µM]
CC(C)OCCCNC(=O)c1ccc2c(c1)N(Cc1c(F)cccc1Cl)C(=O)c1ccccc1S2	4%	34%[activator]	?	-4%[10.9 µM]
CCN(CC)CCNC(=O)c1ccc(-n2c(-c3ccccc3)cc3c2CCCC3)cc1	-9%	10%	?	-11%[10.9 µM]
CC(C)NC(=O)C1CCN(C(=O)N2CCOc3ccc(Cl)cc32)CC1	13%	-3%	2.6%	-12%[10.9 µM]
CCCN1CCN(CCCNC(=O)Cn2nc(C)n3c(cc4cc(F)ccc43)c2=O)CC1	-15%	10%	1.4%	-3%[10.9 µM]
COc1ccc(C)cc1S(=O)(=O)NCC(c1cccs1)S(=O)(=O)c1ccc(C)cc1 (stereo not drawn)	-3%	-8%	-2.4%	-12%[10.9 µM]
O=C(OCc1nc2ccc(Cl)cc2n1CCO)c1ccc2c(c1)OCO2	-14%	0%	.	.
CCOc1ccccc1NC(=O)Cn1nnc(C(=O)Nc2ccc(C)cc2)c1N	-12%	-4%	0.0%	16%
Cc1cc(NC(=O)Cn2nc(-c3ccccc3F)ccc2=O)ccc1-n1cnnn1	1%	0%	1.9%	20%
Cc1nc2cc(N3CCOCC3)c(NC(=O)C3CC3)cc2c(=O)n1Cc1ccccc1	15%	-7%	-1.5%	.
O=C(NCCc1ccc(F)cc1)N1CCOCC1	2%	2%	-2.4%	-21%
COc1cc(NC(=O)C2CCCN2C(=O)OCc2ccccc2)cc(OC)c1 (stereo not drawn)	7%	18%	-0.2%	-5%

An excerpt from above in order of the Peg3 imprint value, lowest first:
compound	Peg3 imprint
O=C(NCCc1ccc(F)cc1)N1CCOCC1	-21%
COc1cc(NC(=O)C2CCCN2C(=O)OCc2ccccc2)cc(OC)c1 (stereo not drawn)	-5%
Cc1cc(NC(=O)Cn2nc(-c3ccccc3F)ccc2=O)ccc1-n1cnnn1	20%

Other records
SMILES	p53ts 39C kill	p53ts 32C tox	IkB signaling	Peg3 imprint
CCOc1ccccc1CNC(=O)CSc1n[nH]c(-c2ccccc2Cl)n1	7%	6%	?	7%[10.9 µM]
COc1ccc(OC)c(Nc2cc(C(=O)NCCCN3CCOCC3)c3ccccc3n2)c1	-14%	-5%	1.6%	3%
Cc1cccc(N2C(=O)CSC23C(=O)N(C)c2ccccc23)c1 (stereo not drawn)	-11%	2%	0.6%	-3%[10.9 µM]
CCOC(=O)C1CCCN(c2c(N3CCc4ccccc4C3)c(=O)c2=O)C1 (stereo not drawn)	10%	1%	-1.5%	-6%
CCOC(=O)c1ccc(NC(=O)CSc2ncc(S(=O)(=O)c3ccc(C)c(Cl)c3)c(=O)[nH]2)cc1	-20%	4%	?	-7%[10.9 µM]
COc1ccc(OC)c(C(=O)CSc2nnc(-c3cccnc3)n2C)c1	13%	4%	0.6%	-6%
CCCCP(=O)(c1ccccn1)c1ccccn1	-8%	2%	-0.1%	-7%
O=c1c(-c2ccc(Cl)cc2)nc2cnc(Oc3ccccc3)nc2n1C1CC1	-8%	-8%	0.5%[11.4 µM]	.
O=c1c(-c2ccccc2)nc2cnc(N3CCOCC3)nc2n1Cc1ccc(F)cc1	-19%	-10%	1.4%[11.4 µM]	-2%
CNC(=O)c1ccc2nc(NC(C)=O)sc2c1	-14%	2%	-1.5%	-26%
CC(C)(CNS(=O)(=O)c1ccc(Cl)cc1)N1CCCCC1	1%	-2%	-2.2%	-8%
COCCn1c(=O)c(-c2ccccc2)nc2cnc(Oc3ccccc3)nc21	-1%	-3%	-3.1%[11.4 µM]	.
CCN1CCN(c2c(S(=O)(=O)c3ccc(OC)cc3)cnc3cc(OC)c(OC)cc23)CC1	-15%	0%	-0.4%	-8%[10.9 µM]
CC(=O)N1CCc2c(sc(NC(=O)c3ccc4c(c3)OCCO4)c2C#N)C1	-2%	-20%	1.9%	-11%
Cc1ccc(-c2noc(CN(C(=O)CCN3C(=O)c4ccccc4C3=O)C(C)C)n2)cc1	2%	3%	1.3%	-20%
Cc1ccc(S(=O)(=O)c2nnn3c2nc(N2CCCCC2)c2sccc23)cc1	-12%	7%	-0.1%	-6%[10.9 µM]
Cc1nc(SCC(=O)N2CCN(C(=O)c3ccco3)CC2)c2c(C)c(C)sc2n1	11%	3%	-0.5%	-6%
COc1ccc(NC(=O)c2oc3ccccc3c2NC(=O)Cc2coc3cc(C)ccc23)cc1	4%	9%	?	-35%[inhibitor][10.9 µM]
COc1ccc(NC(=O)CCn2cnc3onc(-c4ccc(F)cc4)c3c2=O)cc1OC	-7%	1%	-1.0%	?
COCCn1c(=O)c(-c2ccc(OC)cc2)nc2cnc(OC)nc21	2%	-10%	2.2%[11.4 µM]	.
O=C(/C=C\c1ccc2c(c1)OCO2)NC1CC(=O)N(c2ccccc2)C1 (stereo not drawn)	-19%	11%	0.1%	6%[10.9 µM]
COc1cccc(-c2cn3c(n2)sc2cc(C(=O)NCc4cccs4)ccc23)c1	-7%	14%	?	-6%[10.9 µM]
CCN(CC)S(=O)(=O)c1ccc2oc(C(=O)NCc3ccc(F)cc3)c(C)c2c1	-4%	-14%	?	-8%
CS(=O)(=O)c1ccc2nc(NC(=O)c3ccco3)sc2c1	13µM*	13µM*	?	-79%[inhibitor]
O=C(NCCC1=CCCCC1)c1ccc2c(=O)n3c(nc2c1)CCCCC3	3%	-10%	-3.5%	-20%
CCOC(=O)c1sc(NC(=O)C(CC)Sc2nccn2C)nc1C (stereo not drawn)	1%	-1%	-1.7%	-4%
CCC(C)NC(=O)c1c(C)oc2ncn(CC(C)C)c(=O)c12 (stereo not drawn)	14%	13%	-3.3%	-9%[10.9 µM]
COc1ccccc1NC(=O)C(Cc1ccccc1)NS(=O)(=O)c1ccc2c(c1)c(=O)n(C)c(=O)n2C (stereo not drawn)	-10%	3%	?	-3%[10.9 µM]
CNC(=O)c1ccccc1NC(=O)c1ccco1	3%	0%	.	.
COc1ccc(S(=O)(=O)N(C)CC(=O)N2CCCCC2)cc1Cl	3%	-1%	-0.6%	0%

Of the compounds above, these contain a Cl atom:
SMILES	p53ts 39C kill	p53ts 32C tox	IkB signaling	Peg3 imprint
CCn1nc(C)c(CCN(C)C(=O)Nc2cc(Cl)c(OC)cc2OC)c1C	-12%	0%	0.6%	-12%[10.9 µM]
COc1cc(OC)c(NC2=NCCCCC2)cc1Cl	-2%	2%	1.9%	-12%
CC(C)OCCCNC(=O)c1ccc2c(c1)N(Cc1c(F)cccc1Cl)C(=O)c1ccccc1S2	4%	34%[activator]	?	-4%[10.9 µM]
CC(C)NC(=O)C1CCN(C(=O)N2CCOc3ccc(Cl)cc32)CC1	13%	-3%	2.6%	-12%[10.9 µM]
O=C(OCc1nc2ccc(Cl)cc2n1CCO)c1ccc2c(c1)OCO2	-14%	0%	.	.
CCOc1ccccc1CNC(=O)CSc1n[nH]c(-c2ccccc2Cl)n1	7%	6%	?	7%[10.9 µM]
CCOC(=O)c1ccc(NC(=O)CSc2ncc(S(=O)(=O)c3ccc(C)c(Cl)c3)c(=O)[nH]2)cc1	-20%	4%	?	-7%[10.9 µM]
O=c1c(-c2ccc(Cl)cc2)nc2cnc(Oc3ccccc3)nc2n1C1CC1	-8%	-8%	0.5%[11.4 µM]	.
CC(C)(CNS(=O)(=O)c1ccc(Cl)cc1)N1CCCCC1	1%	-2%	-2.2%	-8%
COc1ccc(S(=O)(=O)N(C)CC(=O)N2CCCCC2)cc1Cl	3%	-1%	-0.6%	0%

Following part.
SMILES	p53ts 39C kill	p53ts 32C tox	IkB signaling	Peg3 imprint
COc1cc(NC(C)CCCN)c2ncccc2c1 (stereo not drawn)	-8%	-3%	.	-19%
Cc1ccc(C)c(CNC(=O)c2cc3ccccn3n2)c1	-7%	1%	?	-9%[10.9 µM]
Cc1cc(=O)[nH]c(SCC(=O)NCCOc2ccccc2)n1	9%	-5%	3.0%	-2%
CS(=O)(=O)N1CCC[C@@]2(CCN(c3ccccn3)C2)C1	6%	-14%	1.9%[11.4 µM]	.
CCCc1noc(-c2ccc(NCc3ccccc3OC)c([N+](=O)[O-])c2)n1	2%	5%	-2.4%	-12%[10.9 µM]
CN1CCN(c2nc(-c3cccnc3)nc3ccccc23)CC1	3%&1%	-4%&16%	3.5%	-3%&-6%
O=C(NCc1ccco1)C1CCN(S(=O)(=O)N2CCOCC2)CC1	6%	2%	1.4%	-4%
Cc1nc(-c2cccc(NC(=O)c3cccs3)c2)cs1	-8%	-13%	.	.
Cc1ccc(Cn2c(SCC(=O)Nc3cc(C)on3)nc3ccccc3c2=O)cc1	-11%	-19%	-0.7%	1%
COc1ccc(S(=O)(=O)NCCCO)cc1-c1nnc2c3ccccc3c(C)nn12	3%	11%	-1.3%	0%[10.9 µM]
CC1CCCCN1C(=O)CSc1nnc(-c2c[nH]c3ccccc23)o1 (stereo not drawn)	-16%	-14%	?	2%
CCOC(=O)Cn1c(=O)n(CC2CCCO2)c2nc(-c3ccc(C)cc3)nc(C(N)=O)c21 (stereo not drawn)	-2%	7%	?	-9%[10.9 µM]
CCCCNS(=O)(=O)c1ccc2nc(-c3cccnc3)cc(C(=O)NCCOC)c2c1	-21%	8%	-0.2%	-14%[10.9 µM]
Cc1cn2c(-c3cccnc3)nnc2s1	7%	-4%	-3.2%	4%
Cc1cccc(Cn2c(CN3CCCC(C)C3)nc3c2c(=O)n(C)c(=O)n3C)c1 (stereo not drawn)	2%	10%	?	-8%[10.9 µM]
CCOc1ccc(OCc2cccc(C(=O)N3CCCC3)c2)cc1	?	?	9.2%	-26%

High-throughput results from PubChem.
